G6PDH counter – inhibits Leuconostoc G6PDH, flagging false hits in G6PDH-based assays. Purified L. mesenteroides G6PDH, diaphorase/resazurin coupled fluorescence, 45 min. inhibition, % at 5 µM. 0.12% of 200,000 active. AID 1020; in the data active = inhibition above about 50%
FLuc stim CS – firefly luciferase counter-screen for stimulation assays. P08659. ATPlite luciferase biochemical, luminescence, 10 min; 0 = ATP-free wells, 1 = DMSO control. activation factor at 10 µM. 200,000 tested, under 10 active;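 active = luciferase activation factor, scaled between plate controls, of at least 2 with compound at 10 µM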
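Material: luciferase plus luciferin reagent, cell-free. Medium: PBS buffer for ATP. Also added: ATP substrate, dispensed from a 10.24 µM working solution in PBS. Doses: test compounds dosed from 2 mM stocks in 100% DMSO. Incubation: 10 min post-reagent at room temperature. Technique: light output (luminescence). Read-out basis: luminescence gain marking luciferase activators.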
TNAP inh no acc – blocks human TNAP activity with no phosphate acceptor present | inhibition, % at 20 µM | 0.26% of 200,000 active | P05186 | purified TNAP, CDP-star luminescence, 30 min;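 active = tissue-nonspecific alkaline phosphatase inhibition above about 50% at 20 µM in the single-dose screen, limit read from the data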;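 also: 0% = DMSO negative control and 100% = EDTA positive control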
Target sequence (P05186 whole entry, looked up): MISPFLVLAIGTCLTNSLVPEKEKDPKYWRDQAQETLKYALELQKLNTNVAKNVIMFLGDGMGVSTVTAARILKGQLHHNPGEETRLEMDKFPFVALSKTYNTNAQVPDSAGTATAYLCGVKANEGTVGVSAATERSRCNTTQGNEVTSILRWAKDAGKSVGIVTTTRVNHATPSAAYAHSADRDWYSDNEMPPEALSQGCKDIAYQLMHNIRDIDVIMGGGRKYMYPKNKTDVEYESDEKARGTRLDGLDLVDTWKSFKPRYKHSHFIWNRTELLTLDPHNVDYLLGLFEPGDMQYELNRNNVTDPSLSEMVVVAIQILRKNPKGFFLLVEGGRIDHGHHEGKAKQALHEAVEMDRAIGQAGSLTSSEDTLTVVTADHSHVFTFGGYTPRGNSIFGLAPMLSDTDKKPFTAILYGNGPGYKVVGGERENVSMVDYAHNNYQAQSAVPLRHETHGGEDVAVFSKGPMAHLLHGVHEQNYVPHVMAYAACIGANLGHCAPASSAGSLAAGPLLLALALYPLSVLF
TNAP inh hiacc – TNAP (human) inhibition, high acceptor; P05186; purified TNAP, CDP-star luminescence, 1 M DEA; inhibition, % at 20 µM; 0.03% of 200,000 active; AID 1135;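 active = over 50% inhibition of tissue-nonspecific alkaline phosphatase at 20 µM in the single-dose screen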;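 also: plate controls were DMSO wells for no effect and EDTA-quenched wells as full inhibition for full effect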
Efa HMGR inh – inhibitors of class II HMG-CoA reductase from Enterococcus faecalis; purified E. faecalis HMGR, NADPH absorbance 340 nm kinetic; inhibition, % at 10 µM; 0.41% of 190,000 active;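 active = inhibition above a set limit, the median over all tested compounds plus 3 SD, cut at about 9.5% in these data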;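 also: enzyme runs in reverse so mevalonate oxidation gives rising NADPH absorbance; 0% = complete reaction with DMSO and 100% = background rate lacking mevalonate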
Diaphorase act – diaphorase activation or chemical reduction counter-screen; activation factor at 20 µM; Diaphorase/resazurin coupled assay, resorufin fluorescence, 16 min; stronger effect = higher value; 1 = vehicle wells, 0 = NADH-free wells; 0.005% of 190,000 active; AID 1229;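 active = diaphorase activity raised at least twofold by the compound at 20 µM; inactive = activation factor below 2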
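Material: Clostridium kluyveri diaphorase, purified enzyme; Quantity: enzyme 0.07 U/mL final; Medium: HEPES pH 7.4 buffer with MgCl2 and Tween 20; Dosing: single compound dose of 20 µM, 1% DMSO final; Schedule: 16 min reaction at room temperature; Measured by: red resorufin fluorescence at 544/590 nm excitation/emission.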
PMI act – phosphomannose isomerase (human) activation | activation factor at 20 µM | P34949 | purified human PMI, coupled resazurin fluorescence, 20 min; stronger effect = higher value; 1 = vehicle control, 0 substrate-free wells | AID 1214 | 0.005% of 190,000 active;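 active = activation factor of 2 or more at 20 µM, relative to plate controls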
Target sequence (P34949 whole entry, looked up): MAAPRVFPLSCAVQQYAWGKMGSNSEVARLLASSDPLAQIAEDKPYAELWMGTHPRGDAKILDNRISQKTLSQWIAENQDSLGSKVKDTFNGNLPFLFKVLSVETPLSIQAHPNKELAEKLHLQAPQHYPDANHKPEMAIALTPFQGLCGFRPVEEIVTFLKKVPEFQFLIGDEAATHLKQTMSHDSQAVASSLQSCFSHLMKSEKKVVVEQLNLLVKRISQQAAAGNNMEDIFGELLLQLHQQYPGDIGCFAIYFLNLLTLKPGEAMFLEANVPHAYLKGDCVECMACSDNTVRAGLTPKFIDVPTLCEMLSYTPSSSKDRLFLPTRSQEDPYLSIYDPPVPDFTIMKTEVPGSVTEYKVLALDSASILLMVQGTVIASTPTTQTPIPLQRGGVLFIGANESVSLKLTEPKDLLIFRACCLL
PMI act satM6P – PMI (human) activation, high substrate | P34949 | activation factor at 20 µM | 0.34% of 190,000 active | coupled PMI enzyme assay, resazurin fluorescence, 20 min; stronger effect = higher value; 1 = untreated enzyme, 0 = substrate-free blank | AID 1216;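 active = activation factor of 2 or more at 20 µM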
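Technique: Diaphorase-driven resazurin-to-resorufin fluorescence, excitation 544, emission 590 nm | Assay system: Human PMI in coupled enzyme assay | Times: Enzyme reaction with compound 20 min at room temperature | Medium: HEPES-buffered pH 7.4 with magnesium and detergent | Reagent: Mannose-6-phosphate 1.0 mM (near-saturating) plus 0.22 mM NADP+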
Diaphorase inh – inhibits diaphorase or chemically oxidizes, flagging diaphorase assay artifacts; 0.69% of 190,000 active; diaphorase resazurin-to-resorufin fluorescence, NADH, 16 min; bacterial (C. kluyveri) enzyme, not human; inhibition, % at 20 µM; AID 1217;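 active = primary screen inhibition at 20 µM above a set limit, cut at about 50% in these data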;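 also: plate controls were DMSO with full reaction for no effect and wells lacking NADH for full effect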
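Detection: fluorescence of resorufin formed from resazurin, Ex 544/Em 590 nm; test system: Clostridium kluyveri diaphorase enzyme; amount: 0.14 U/mL diaphorase, enzyme working solution; times: 16-min room-temperature incubation before reading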
TNAP act hiacc – TNAP (human) activation, high acceptor; purified TNAP, CDP-star luminescence, 1 M DEA, 30 min; stronger effect = higher value; 0 = EDTA background, 1 = DMSO-only activity; activation factor at 20 µM; 200,000 tested, under 10 active; P05186;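 active = activation factor at least 2 at 20 µM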
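Test system – human TNAP · Doses – 20 µM single point · Incubation – 30 min, room temperature · Signal – luminescent substrate turnover signal · Read-out basis – activation factor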
The depositor's hits bear a star.

item | mol | G6PDH counter | FLuc stim CS | TNAP inh no acc | TNAP inh hiacc | Efa HMGR inh | Diaphorase act | PMI act | PMI act satM6P | Diaphorase inh | TNAP act hiacc
1 | O=C(CCN1C(=O)C2C3CCC(C3)C2C1=O)Nc1ccc([N+](=O)[O-])cc1 (configuration not stated) | 4 | 1 | -13 | -4 | -9 | 1.1 | 1 | 1.1 | -10 | 1
2 | O=C1CC(N2CCCCC2)C(=O)N1c1ccccc1 (configuration not stated) | 2 | 1 | -12 | -3 | 7 | 0.9 | 1.1 | 1 | 9 | 1
3 | CCOC(=O)CNC(=O)C(NC(=O)C1CCC(C)CC1)C(C)CC (configuration not stated) | 3 | 1.1 | -8 | 0 | -9 | 0.9 | 0.9 | 0.9 | 14 | 1
4 | CCCC(=O)Nc1ccc(NC(=O)c2ccccc2Cl)nc1 | 2 | 0.9 | -3 | -5 | -1 | 1 | 1 | 1 | 4 | 1.1
5 | COC(=O)c1sc(-c2ccccc2)cc1NC(=O)c1ccccc1 | -8 | 1 | -8 | 4 | 0 | 0.9 | 0.9 | 0.9 | 12 | 1
6 | Cc1cccc(N2CCN(C(=O)c3cnn4c(C(F)F)cc(-c5ccccc5)nc34)CC2)c1C | 3 | 1 | -6 | -4 | 1 | 0.6 | 0.8 | 0.9 | 35 | 1
7 | Cc1ccc(S(=O)(=O)N2c3ccccc3NC(=O)C2CC(=O)Nc2ccccc2)cc1 (configuration not stated) | 5 | 1.1 | 5 | -5 | -2 | 1 | 1 | 1 | 4 | 1.1
8 | Cc1nc(N(C)C)ncc1C(=O)O | 10 | 1 | -8 | -2 | -1 | 0.9 | 0.9 | 0.9 | 11 | 1
9 | Cc1cc(C(=O)NCC(c2ccco2)N(C)C)no1 (configuration not stated) | -13 | 1.1 | -12 | -2 | -6 | 0.9 | 0.9 | 0.9 | 8 | 1
10 | COc1ncccc1C(=O)N1CCCC(C(=O)c2cccc(OC(C)C)c2)C1 (configuration not stated) | 6 | 1 | -3 | -2 | -2 | 0.9 | 0.9 | 1 | 11 | 1
11 | CC(C)[C@H](NC(=O)NCc1ccco1)C(=O)O | -4 | 1.1 | -13 | -8 | -1 | 0.8 | 1 | 1 | 19 | 1.1
12 | O=S(=O)(Nc1ccccc1N1CCCCC1)c1ccc(Cl)s1 | 6 | 1 | -4 | -3 | -2 | 0.8 | 1 | 1.1 | 18 | 1
13 | CCC(=O)Nc1nc2ccccc2n1Cc1ccc(Cl)cc1 | -2 | 1 | -8 | -3 | 0 | 1.1 | 1.1 | 1.2 | -9 | 1
14 | CCn1c(COc2ccc(=O)n(-c3ccccc3)n2)nnc1SCc1ccccc1C | -18 | 1 | 12 | 2 | 1 | 0.8 | 0.8 | 0.9 | 23 | 1
15 | CC(C)c1nc(SCC(=O)Nc2ccc([N+](=O)[O-])cc2Br)n[nH]1 | 8 | 0.8 | -1 | -2 | -3 | 0.8 | 0.9 | 0.9 | 20 | 1
16 | Cc1ccc(NS(=O)(=O)c2cc(C(=O)NCCSc3ccc(C)cc3)ccc2C)cc1 | 0 | 1 | -5 | 0 | -5 | 0.8 | 0.9 | 0.9 | 22 | 1
17 | COc1ccc(C(=O)C2CCCN(Cc3cnc(N4CCCC4)s3)C2)cc1OC (configuration not stated) | 12 | 1 | 0 | 1 | 0 | 0.9 | 0.8 | 0.9 | 6 | 1
18 | CCOC(=O)N1CCN(C(=O)NC23CC4CC(CC(C4)C2)C3)CC1 | 5 | 1 | -6 | 0 | 2 | 0.9 | 0.8 | 0.9 | 9 | 1
19 | CCCc1noc(-c2ccc(-c3ccccc3)cc2)n1 | 7 | 0.7 | -12 | -2 | 0 | 0.8 | 0.9 | 0.9 | 18 | 1
20 | O=C(COC(=O)CSc1cc(Cl)ccc1Cl)NCc1ccc2c(c1)OCO2 | 13 | 1.1 | -2 | -1 | 2 | 0.9 | 0.9 | 0.9 | 14 | 1
21 | O=C(Oc1ccc(Br)cc1)c1cncc(Br)c1 | -3 | 0.9 | -16 | -7 | 1 | 1 | 1.1 | 1.1 | 4 | 1.1
22 | COc1cccc(C(=O)NC2CCN(CC(=O)Nc3nccs3)CC2)c1 | 7 | 1.1 | -1 | 0 | -2 | 0.9 | 1 | 1 | 7 | 1
23 | CCCCN1C(=O)/C(=C/C=C2\N(C)c3ccccc3C2(C)C)SC1=S | -1 | 1 | 39 | 44 | -7 | 0.7 | 0.8 | 0.8 | 26 | 0.6
24 | COc1cccc(N=c2oc3cc(O)ccc3cc2C(=O)NCC2CCCO2)c1 (configuration not stated) | -1 | 1.1 | 1 | 5 | -2 | 0.8 | 0.8 | 0.7 | 22 | 1
25 | c1cncc(C(c2nnnn2C2CCCCC2)N2CCN3CCCC3C2)c1 (configuration not stated) | 1 | 1 | -3 | 3 | 2 | 1 | 1 | 1 | 1 | 1
26 | O=C(CN(Cc1ccccc1)S(=O)(=O)c1ccccc1)N/N=C/c1ccc([N+](=O)[O-])cc1 | 18 | 1 | -5 | 2 | 0 | 0.8 | 0.8 | 0.8 | 22 | 1
27 | COC(=O)c1cn(C(=O)OC)c2ccccc12 | -13 | 1 | -4 | 0 | -5 | 0.9 | 0.9 | 0.9 | 10 | 1
28 | CCOC(=O)Nc1c(O)ccc2oc(C)c(-c3ccccc3)c12 | 25 | 1 | -8 | -4 | 3 | 0.9 | 0.9 | 1 | 13 | 1
29 | O=S(=O)(Nc1cccc2c1CCCC2)c1ccc(Cl)cc1 | 8 | 1 | -16 | -2 | -4 | 0.8 | 0.7 | 0.6 | 15 | 1
30 | O=c1cc(CN2CCc3ccccc32)c2ccc(O)cc2o1 | 10 | 1 | -1 | 2 | -4 | 1 | 1 | 0.9 | 0 | 1
31 | O=C(O)c1ccccc1C(=O)NNc1cccc(Cl)n1 | 5 | 1 | -58 | -31 | -1 | 0.9 | 1.3 | 1 | 11 | 1.3
32 | CCC(=O)Nc1nonc1-c1nc2ccccc2n1Cc1ccccc1 | -1 | 1 | -2 | -4 | -1 | 0.9 | 0.9 | 1 | 6 | 1
33 | COc1ccc(CC(=O)N2CCc3ccccc32)cc1 | 14 | 0.9 | -8 | 0 | 0 | 0.9 | 0.9 | 0.9 | 12 | 1
34 | CC(=O)Oc1ccc2c(C)cc(=O)oc2c1C(=O)c1ccccc1 | 5 | 1 | -12 | 0 | 0 | 1 | 1.1 | 1 | -1 | 1
35 | CC1CCc2sc3nc(N4CCN(CCO)CC4)n4ncnc4c3c2C1 (configuration not stated) | 9 | 1 | -2 | -2 | 0 | 0.9 | 1.1 | 1 | 6 | 1
36 | Cc1cc(NC(=O)Nc2cc(C)nn2-c2ccccc2)n(-c2ccccc2)n1 | -3 | 1.1 | -23 | -6 | 1 | 0.9 | 1 | 1 | 14 | 1.1
37 | Cc1[nH]c2ccccc2c1CN1CCC(CO)(Cc2ccccc2)CC1 | 5 | 1.1 | -6 | -6 | -5 | 0.9 | 0.9 | 0.9 | 14 | 1.1
38 | Cc1ccc(-n2c(C(C)n3nc(C)c([N+](=O)[O-])c3C)n[nH]c2=S)cc1 (configuration not stated) | -1 | 1 | 4 | -1 | 0 | 0.8 | 1 | 1 | 15 | 1
39 | O=C(/C=C1\SC(=O)N(CC(=O)Nc2ccc(Cl)cc2)C1=O)Nc1ccc(F)cc1 | 9 | 1 | -6 | 1 | -1 | 1 | 0.9 | 1.1 | -5 | 1
40 | O=C(c1ccc(SCc2ccco2)c([N+](=O)[O-])c1)N1CCOCC1 | 9 | 1.1 | -6 | -2 | -2 | 0.9 | 1 | 1 | 11 | 1
41 | O=C(/C=C/Nc1ccc(Nc2ccccc2)cc1)c1cccs1 | 4 | 0.8 | 7 | 16 | 3 | 0.8 | 0.8 | 0.6 | 20 | 0.8
42 | CCCCCCn1c(COc2ccccc2F)nnc1SCC(=O)N1c2ccccc2NC(=O)C1(C)C | 3 | 1 | -5 | -6 | -3 | 0.8 | 0.9 | 0.9 | 20 | 1.1
43 | CCCNC(=O)NC(=O)COC(=O)c1ccc(S(=O)(=O)N(C)c2ccccc2OC)cc1 | 12 | 1 | 0 | 2 | -3 | 0.8 | 1 | 0.9 | 17 | 1
44 | CCN(CC)c1ccc(/C=N/N2CCOCC2)c(O)c1 | 16 | 0.8 | -11 | -6 | 2 | 0.8 | 0.8 | 0.5 | 22 | 1.1
45 | O=[N+]([O-])c1ccccc1OCCCn1cnc2ccccc21 | 14 | 0.7 | 7 | -1 | 1 | 0.7 | 1 | 1 | 25 | 1

Brought forward from above: 3 compounds, then new ones.
item | mol | G6PDH counter | FLuc stim CS | TNAP inh no acc | TNAP inh hiacc | Efa HMGR inh | Diaphorase act | PMI act | PMI act satM6P | Diaphorase inh | TNAP act hiacc
43 | CCCNC(=O)NC(=O)COC(=O)c1ccc(S(=O)(=O)N(C)c2ccccc2OC)cc1 | 12 | 1 | 0 | 2 | -3 | 0.8 | 1 | 0.9 | 17 | 1
44 | CCN(CC)c1ccc(/C=N/N2CCOCC2)c(O)c1 | 16 | 0.8 | -11 | -6 | 2 | 0.8 | 0.8 | 0.5 | 22 | 1.1
45 | O=[N+]([O-])c1ccccc1OCCCn1cnc2ccccc21 | 14 | 0.7 | 7 | -1 | 1 | 0.7 | 1 | 1 | 25 | 1
46 | Cc1ccc(/C(N)=N/OC(=O)c2ccc(C)cc2Cl)cc1 | 10 | 0.3 | -10 | 2 | 6 | 0.9 | 1 | 0.9 | 9 | 1
47 | Cc1ccc(S(=O)(=O)NCC(=O)OCC(=O)N2N=C(c3ccc(Cl)cc3)CC2c2ccco2)cc1C (configuration not stated) | -2 | 1 | -3 | -2 | 2 | 0.9 | 1 | 1 | 9 | 1
48 | Cc1cc(C)n(C(=O)c2ccc(NC(=O)C3CC3)cc2)n1 | -12 | 1 | -13 | -4 | 0 | 0.9 | 0.9 | 0.9 | 12 | 1
49 | O=C(Cn1nc(C(F)(F)F)c2c1CCC2)N1CCN(c2ccccc2)CC1 | -3 | 1 | -6 | 2 | 0 | 0.9 | 0.9 | 0.9 | 10 | 1
50 | CC(=O)O[C@H]1C2OC(=O)C(C)=C2[C@@H]2OC(=O)[C@]3(CCC4OC41C)OC23 (some centres not stated) | 17 | 1 | -6 | -2 | 2 | 0.9 | 1 | 1 | 11 | 1
51 | Clc1ccc(CSc2nnc(-c3ccccn3)n2Cc2ccco2)c(Cl)c1 | 7 | 1.1 | 5 | -8 | 3 | 1.1 | 1 | 1 | -8 | 1.1

Compound activity as filed in PubChem.
